# RGS4 block = RGS4 inhibitors, primary screen, cell-based, HEK293 M3R inducible RGS4, calcium flux; Regulator of G-protein signaling 4 (Homo sapiens), P49798; Fluo-4 calcium flux; stronger effect = higher value; triggered by carbachol at its EC20; B-score at 10 µM; actives 0.45% (n = 310,000);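 active = B-score, a plate-corrected calcium signal, over three deviations above library mean, with baseline fluorescence within five deviations of library mean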;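 note: RGS4 expression induced by doxycycline in cells with stable M3 receptor; B-score is computed from the integrated fluorescence ratio over baseline after carbachol; higher B-score means a larger calcium signal and so more RGS4 inhibition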
# KCNK9 block = KCNK9 potassium channel inhibitors, primary screen, HEK293 cells, thallium flux | FluxOR thallium flux fluorescence; stronger effect = lower value | Potassium channel subfamily K member 9 (Homo sapiens), Q9NPC2 | actives 1.2% (n = 310,000) | B-score at 10 µM;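 active = ratio B-score over 3 SD below the library mean, with starting fluorescence within 5 SD of its mean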;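 note: negative B-score means less thallium flux so channel inhibition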
# MrgX1 allo act = positive allosteric modulators of MrgX1, primary screen, HEK293 cells, Fluo-4 calcium flux; Mas-related G-protein coupled receptor member X1 (Homo sapiens), Q96LB2; FDSS; stronger effect = higher value; B-score at 10 µM; actives 0.63% (n = 310,000);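 active = plate-corrected calcium response at least 3 library SD above typical, normal starting fluorescence, not activating the receptor alone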;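 note: compound read alongside a low EC10 to EC30 dose of BAM8-22 agonist; peak minus trough fluorescence over baseline measured at the second addition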
# MrgX1 ag = agonists of human MrgX1 receptor, primary screen, HEK293 cells, Fluo-4 calcium flux. AID 588627, 2011. B-score at 10 µM. Fluo-4 calcium fluorescence, agonist mode; stronger effect = higher value. Mas-related G-protein coupled receptor member X1 (Homo sapiens), Q96LB2. actives 0.44% (n = 310,000);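 active = calcium response B-score plate-corrected fluorescence ratio at least 3 library SD, with starting fluorescence B-score inside 5 SD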
#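 System – MrgX1-expressing HEK293 cells · Incubation – cells plated overnight, dye loaded 0.5 h 37 °C, 0.5 h room temperature · Technique – kinetic Fluo-4 NW fluorescence of intracellular calcium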
# KCNQ1 inh = inhibitors of human KCNQ1 channel, primary screen, cell-based, thallium flux, high-throughput; Potassium voltage-gated channel subfamily KQT member 1 (Homo sapiens), P51787; CHO-K1 KCNQ1, FluxOR thallium flux fluorescence; stronger effect = higher value; B-score at 10 µM; actives 1.3% (n = 310,000); AID 2642, 2010;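 active = compounds whose thallium flux B-score, printed positive for inhibition, exceeds three library SD while starting fluorescence stays within three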;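 note: channel opened by potassium depolarization with thallium stimulus after 20 min compound exposure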
# Target sequence (P51787 whole entry, looked up): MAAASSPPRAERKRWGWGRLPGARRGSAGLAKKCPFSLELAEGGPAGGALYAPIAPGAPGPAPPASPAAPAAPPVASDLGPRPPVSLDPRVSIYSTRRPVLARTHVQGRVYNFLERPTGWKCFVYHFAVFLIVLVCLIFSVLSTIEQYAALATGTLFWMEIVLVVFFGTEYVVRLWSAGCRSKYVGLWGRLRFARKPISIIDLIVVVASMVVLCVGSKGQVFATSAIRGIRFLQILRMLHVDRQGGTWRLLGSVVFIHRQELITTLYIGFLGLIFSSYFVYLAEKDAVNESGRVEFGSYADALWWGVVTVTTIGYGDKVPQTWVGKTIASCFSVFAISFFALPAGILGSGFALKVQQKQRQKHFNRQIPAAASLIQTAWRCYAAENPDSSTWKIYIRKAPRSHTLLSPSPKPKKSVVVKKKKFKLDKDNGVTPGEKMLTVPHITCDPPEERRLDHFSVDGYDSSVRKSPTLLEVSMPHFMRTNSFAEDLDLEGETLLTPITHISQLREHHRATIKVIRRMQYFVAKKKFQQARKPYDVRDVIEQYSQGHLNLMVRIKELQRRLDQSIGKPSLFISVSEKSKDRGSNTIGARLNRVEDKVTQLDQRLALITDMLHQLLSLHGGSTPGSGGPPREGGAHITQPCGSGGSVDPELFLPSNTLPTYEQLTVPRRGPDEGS
# KCNQ1 act = potentiators or activators of KCNQ1 channel, primary screen, cell-based, thallium flux, high-throughput; AID 2648, 2010; CHO-K1 KCNQ1, thallium flux FluxOR fluorescence; stronger effect = higher value; B-score at 10 µM; Potassium voltage-gated channel subfamily KQT member 1 (Homo sapiens), P51787; actives 0.35% (n = 310,000);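 active = fluorescence ratio B-score, a plate-corrected score, at least three library SD, with initial intensity B-score within 5 SD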
#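 Assay system: CHO-K1 cells stably expressing KCNQ1; Medium: assay buffer with matched DMSO; Also added: K+/Tl+ depolarizing stimulus; Dosing: single dose; Timing: dye 90 min, compound 20 min, room temperature; Measured by: kinetic FluxOR thallium fluorescence, 10-s 1-Hz baseline, 110-s post-stimulus read; Read-out: peak-minus-minimum fluorescence over initial fluorescence, negative-control normalized, B-scored.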
# TMEM16A inh = TMEM16A chloride channel inhibitors, primary screen, cell-based, HTS; Anoctamin-1 (Mus musculus), Q8BHY3; normalized B-score (activity score, 25-100; higher = stronger inhibition) at 10 µM; actives 1.2% (n = 310,000); HEK293 TMEM16A/YFP iodide influx fluorescence, ionomycin;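 active = ratio plate-corrected score three or more library SD toward inhibition, starting fluorescence score within five deviations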;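 note: score derived from kinetic fluorescence span divided by baseline fluorescence per well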
# TMEM16A act = TMEM16A chloride channel activators or potentiators, primary screen, cell-based, HTS; HEK293 TMEM16A/YFP-H148Q/I152L, iodide quench fluorescence; stronger effect = lower value; B-score at 10 µM; actives 0.3% (n = 340,000);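 active = fluorescence-ratio B-score plate-corrected deviation score at least 3 library SD below zero, with starting fluorescence score within 5 deviations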;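 note: channel opened by trigger with iodide after compound preincubation; score built on the fluorescence ratio of max minus min over baseline; more negative score means more quench and so TMEM16A activation or potentiation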
# hERG protect = hERG rescue from dofetilide block, primary screen, cell-based, CHO-hERG, FluxOR thallium flux, dofetilide IC70. AID 1511, 2009. Voltage-gated inwardly rectifying potassium channel KCNH2 (Homo sapiens), Q12809. actives 0.51% (n = 310,000). activation (rescue from dofetilide block), less the hit threshold, % at 10 µM. dofetilide IC70 present;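 active = activation above the mean of controls blocked by dofetilide plus 5 SD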;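 note: thallium influx through hERG after potassium depolarization seen as dye fluorescence rise; in these data hits start at about 4.7%; inactives centre near -7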
# RGS4 act = RGS4 potentiators or activators, primary screen, cell-based, HEK293 M3R inducible RGS4, calcium flux | carbachol calcium flux Fluo4; stronger effect = lower value | B-score at 10 µM | actives 0.92% (n = 310,000);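 active = B-score of the integrated calcium signal more than 4 SD below the library mean, with starting fluorescence not abnormally high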;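 note: negative B-score means reduced calcium response which marks RGS4 activation or potentiation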
#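 Assay system: HEK293 FlpIn-TREx cells, stable M3R, doxycycline-inducible RGS4 / Probe or stimulus: carbachol, ECmax concentration / Times: overnight RGS4 induction, 30 min dye load 37 °C, 20 min compound RT / Signal: kinetic calcium fluorescence imaging with Fluo4-AM dye, 2 µM / Measure: Agonist-evoked peak-minus-minimum fluorescence over baseline, integrated ratio, B score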
# KCNK3 block = human KCNK3 channel inhibitors, primary screen, CHO cells, FluxOR thallium flux, B-score | FluxOR fluorescence; stronger effect = lower value | B-score at 10 µM | actives 0.84% (n = 340,000);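 active = B-score under library mean minus 4 SD, starting fluorescence ratio at most library mean plus 5 SD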;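 note: more negative B-score means stronger inhibition of thallium flux through KCNK3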
# Target sequence (O14649 whole entry, looked up): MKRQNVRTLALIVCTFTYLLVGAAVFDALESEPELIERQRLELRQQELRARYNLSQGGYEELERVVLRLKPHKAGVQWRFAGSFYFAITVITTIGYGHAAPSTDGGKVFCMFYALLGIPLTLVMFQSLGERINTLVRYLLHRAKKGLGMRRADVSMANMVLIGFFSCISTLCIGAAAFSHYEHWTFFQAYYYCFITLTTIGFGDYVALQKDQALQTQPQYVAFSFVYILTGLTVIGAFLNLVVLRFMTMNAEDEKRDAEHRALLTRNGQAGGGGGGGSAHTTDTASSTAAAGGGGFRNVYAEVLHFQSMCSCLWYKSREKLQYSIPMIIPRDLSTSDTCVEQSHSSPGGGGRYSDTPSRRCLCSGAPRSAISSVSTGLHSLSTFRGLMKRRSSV
# The depositor's hits bear a star; i = inactive.
# A first look (three entries):
# Labels used below – A = RGS4 block; B = KCNK9 block; C = MrgX1 allo act; D = MrgX1 ag; E = KCNQ1 inh; F = KCNQ1 act; G = TMEM16A inh; H = TMEM16A act; I = hERG protect; J = RGS4 act; K = KCNK3 block
> O=C(Nc1cccc(C(=O)O)c1)/C(=C\c1ccc2c(c1)OCO2)NC(=O)c1ccc(Br)cc1
  A: i | B: i | C: i | D: i | E: i | F: i | G: i | H: i | I: -9.0 | J: i | K: i

> CCC(=O)N1CCN(c2ccc(NC(=O)c3ccc4c(c3)OCO4)cc2)CC1
  A: i | B: i | C: i | D: i | E: i | F: i | G: i | H: i | I: -7.0 | J: i | K: i

> COc1cc2ccccc2cc1C(=O)Nc1cccnc1
  A: i | B: i | C: i | D: i | E: i | F: i | G: i | H: i | I: -3.7 | J: i | K: i

# The listing, from the first entry:
# Labels used below – A = RGS4 block; B = KCNK9 block; C = MrgX1 allo act; D = MrgX1 ag; E = KCNQ1 inh; F = KCNQ1 act; G = TMEM16A inh; H = TMEM16A act; I = hERG protect; J = RGS4 act; K = KCNK3 block
> O=C(Nc1cccc(C(=O)O)c1)/C(=C\c1ccc2c(c1)OCO2)NC(=O)c1ccc(Br)cc1
  A: i | B: i | C: i | D: i | E: i | F: i | G: i | H: i | I: -9.0 | J: i | K: i

> CCC(=O)N1CCN(c2ccc(NC(=O)c3ccc4c(c3)OCO4)cc2)CC1
  A: i | B: i | C: i | D: i | E: i | F: i | G: i | H: i | I: -7.0 | J: i | K: i

> COc1cc2ccccc2cc1C(=O)Nc1cccnc1
  A: i | B: i | C: i | D: i | E: i | F: i | G: i | H: i | I: -3.7 | J: i | K: i

> CCOC(=O)C1CCCN(Cc2c(C(=O)N3CCCCC3)nc3c(C)cccn23)C1 (configuration not stated)
  A: i | B: i | C: i | D: i | E: i | F: i | G: i | H: i | I: -20.9 | J: i | K: i

> COc1cccc(-c2nc3ccc(C(=O)NC(C)Cc4cccnc4)cc3o2)c1 (configuration not stated)
  A: i | B: i | C: i | D: i | E: i | F: i | G: i | H: i | I: -15.8 | J: i | K: i

> CCCCN(C(=O)CSCC(=O)Nc1ccc(C)cc1)c1c(N)n(CCCC)c(=O)[nH]c1=O
  A: i | B: i | C: i | D: i | E: i | F: i | G: i | H: i | I: -3.3 | J: i | K: i

> COc1ccc(NCc2nnc(SCC(=O)NCc3ccccc3)n2-c2ccccc2OC)cc1
  A: i | B: i | C: i | D: i | E: i | F: i | G: i | H: i | I: -5.7 | J: i | K: i

> Cc1cc(N2CCC(C)CC2)nc(-c2ccccc2O)n1
  A: i | B: i | C: i | D: i | E: i | F: i | G: i | H: i | I: -14.7 | J: i | K: i

> COc1ccc(OC)c(CCNC(=O)Cn2nc(C)c3c(C)n(-c4ccc(C)cc4)nc3c2=O)c1
  A: i | B: i | C: i | D: i | E: i | F: i | G: i | H: i | I: -11.4 | J: i | K: i

> CC(C)c1onc(C(=O)N2CCN(Cc3ccccc3)CC2)c1[N+](=O)[O-]
  A: i | B: i | C: i | D: i | E: i | F: i | G: i | H: i | I: -6.4 | J: i | K: i

> CSc1ccccc1OCc1cc(C(=O)NC(C)Cn2cncn2)no1 (configuration not stated)
  A: i | B: i | C: i | D: i | E: i | F: i | G: i | H: i | I: -4.3 | J: i | K: i

> COc1ccc(C(CNC(=O)c2cccc(S(=O)(=O)NCc3ccccc3)c2)N(C)C)cc1 (configuration not stated)
  A: i | B: i | C: i | D: i | E: i | F: i | G: i | H: i | I: -8.1 | J: i | K: i

> N#C/C(=C\c1ccccc1[N+](=O)[O-])C(=O)NC1CCCCC1
  A: i | B: i | C: i | D: 34.8* | E: i | F: i | G: i | H: i | I: -12.9 | J: i | K: i

> COC(=O)c1ccc(NC(=O)CSCc2ccc(C)cc2)cc1
  A: i | B: i | C: i | D: i | E: i | F: i | G: i | H: i | I: -15.9 | J: i | K: i

> C[C@@]12C(=O)N(CCO)CC(=O)N1[C@H](/C=C/c1ccccc1)[C@@H]1C(=O)N(c3ccccc3)C(=O)[C@@H]12
  A: i | B: i | C: i | D: i | E: i | F: i | G: i | H: i | I: -3.5 | J: i | K: i

> COc1ccc(Cn2nnnc2C(c2cccnc2)N2CCN(c3ccc(O)cc3)CC2)cc1 (configuration not stated)
  A: i | B: i | C: i | D: i | E: i | F: i | G: i | H: i | I: -8.4 | J: i | K: i

> Cc1ccc(C(=O)c2no[n+]([O-])c2C(=O)c2ccc(C)cc2)cc1
  A: i | B: i | C: i | D: 31.3* | E: i | F: i | G: i | H: i | I: -26.1 | J: -8.82* | K: i

> COc1ccc(NS(=O)(=O)c2csc(C(N)=O)c2)cc1
  A: i | B: i | C: i | D: i | E: i | F: i | G: i | H: i | I: -5.3 | J: i | K: i

> CCOC(OCC)c1ccc(/C=C\c2nccc(N)n2)cc1
  A: i | B: i | C: i | D: i | E: i | F: i | G: i | H: i | I: -12.3 | J: i | K: i

> Cc1c(C(=O)Nc2ccc(S(=O)(=O)NCC3CCCO3)cc2)cccc1[N+](=O)[O-] (configuration not stated)
  A: i | B: i | C: i | D: i | E: i | F: i | G: i | H: i | I: -8.6 | J: i | K: i

> O=C(C1CCCN(S(=O)(=O)c2cccnc2)C1)N1CCN(c2ccccn2)CC1 (configuration not stated)
  A: i | B: i | C: i | D: i | E: i | F: i | G: i | H: i | I: -5.5 | J: i | K: i

> COc1ccc(CC(=O)N/N=C/c2ccc(-c3ccc(F)cc3)o2)cc1OC
  A: i | B: i | C: i | D: i | E: i | F: i | G: i | H: i | I: -1.0 | J: i | K: i

> CS(=O)(=O)N(Cc1ccc(Cl)cc1)c1ccc(C(=O)NCC2CCCO2)cc1 (configuration not stated)
  A: i | B: i | C: i | D: i | E: i | F: i | G: i | H: i | I: -10.1 | J: i | K: i

> CC(OC(=O)c1cc(S(=O)(=O)N2CCOCC2)ccc1F)C(=O)NC1CCCCC1C (configuration not stated)
  A: i | B: i | C: i | D: i | E: i | F: i | G: i | H: i | I: -10.3 | J: i | K: i

> CSCCC(NC(=O)c1ccc(C)o1)C(=O)O (configuration not stated)
  A: i | B: i | C: i | D: i | E: i | F: i | G: i | H: i | I: -4.0 | J: i | K: i

> NC(=O)C1CCN(C(=O)c2ccco2)CC1
  A: i | B: i | C: i | D: i | E: i | F: i | G: i | H: i | I: -1.1 | J: i | K: i

> COc1ccc2c(c1)C1=NN(/C(C)=C/C(C)=O)C(c3ccc(F)cc3)C1CC2 (configuration not stated)
  A: i | B: i | C: i | D: i | E: i | F: i | G: i | H: i | I: -8.8 | J: i | K: i

> Cc1[nH]c(=S)n(CC2CCCO2)c1C (configuration not stated)
  A: i | B: i | C: i | D: i | E: i | F: i | G: i | H: i | I: -12.9 | J: i | K: i

> COc1cccc(N2CCN(C(=O)c3oc4ccccc4c3NC(=O)CCc3cc(OC)no3)CC2)c1
  A: i | B: i | C: i | D: i | E: i | F: i | G: i | H: i | I: -5.1 | J: i | K: i

> Cc1c(Cl)cccc1NC(=O)NCc1ccc(C)n1C
  A: i | B: i | C: i | D: i | E: i | F: i | G: i | H: i | I: -9.2 | J: i | K: i

> O=S(=O)(c1ccc2c(c1)nc(COc1ccc(Cl)cc1)n2CC1CCCO1)N1CCOCC1 (configuration not stated)
  A: i | B: i | C: i | D: i | E: i | F: i | G: i | H: i | I: -7.1 | J: i | K: i

> C[C@H](NC(=O)C1CC(=O)N(c2ccc3c(c2)OCO3)C1)C(=O)NCc1ccco1 (some centres not stated)
  A: i | B: i | C: i | D: i | E: i | F: i | G: i | H: i | I: -4.2 | J: i | K: i

> CCOC(=O)CN1C(=O)CCSc2ccc(Cl)cc21
  A: i | B: i | C: i | D: i | E: i | F: i | G: i | H: i | I: -8.7 | J: i | K: i

> Cc1cc(C)n(CCCNC(=O)C2CCC(=O)N(CCc3ccc(Cl)cc3)C2)n1 (configuration not stated)
  A: i | B: i | C: i | D: i | E: i | F: i | G: i | H: i | I: -2.1 | J: i | K: i

> COC(=O)c1c(C)oc(C)c1S(=O)(=O)NCc1ccc(Cl)cc1Cl
  A: i | B: -7.51* | C: i | D: i | E: i | F: i | G: i | H: i | I: -3.5 | J: i | K: i

> O=S(=O)(NCc1ccccn1)c1ccc(Cl)c(C(F)(F)F)c1
  A: i | B: i | C: i | D: i | E: i | F: i | G: i | H: i | I: -11.6 | J: i | K: i

> OC(c1ccccc1)(c1ccccc1)c1ccn[nH]1
  A: i | B: i | C: i | D: i | E: i | F: i | G: i | H: i | I: -2.0 | J: i | K: i

> COc1ccccc1NC(=O)Cn1nc(Cc2cccnc2)c2ccccc2c1=O
  A: i | B: i | C: i | D: i | E: i | F: i | G: i | H: i | I: -6.7 | J: i | K: i

# Grouped by structure, those above containing an aryl thioether with sulfur outside any ring (2)
# Labels used below – A = RGS4 block; B = KCNK9 block; C = MrgX1 allo act; D = MrgX1 ag; E = KCNQ1 inh; F = KCNQ1 act; G = TMEM16A inh; H = TMEM16A act; I = hERG protect; J = RGS4 act; K = KCNK3 block
> COc1ccc(NCc2nnc(SCC(=O)NCc3ccccc3)n2-c2ccccc2OC)cc1
  A: i | B: i | C: i | D: i | E: i | F: i | G: i | H: i | I: -5.7 | J: i | K: i

> CSc1ccccc1OCc1cc(C(=O)NC(C)Cn2cncn2)no1 (configuration not stated)
  A: i | B: i | C: i | D: i | E: i | F: i | G: i | H: i | I: -4.3 | J: i | K: i

# Assay outcomes from PubChem BioAssay.
